# Scp-1 inhibitor: inhibitors of human Scp-1 phosphatase. Q9GZU7. 0.88% of 340,000 active. Recombinant Scp1, phosphopeptide, malachite green phosphate absorbance. inhibition, % at 20 µM. AID 493091;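 active means inhibition above about 50% at 20 µM, limit read from the data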;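 further: plate controls were DMSO wells with enzyme for no effect and wells lacking enzyme for full effect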
# Target sequence (Q9GZU7 76-261 limits assumed): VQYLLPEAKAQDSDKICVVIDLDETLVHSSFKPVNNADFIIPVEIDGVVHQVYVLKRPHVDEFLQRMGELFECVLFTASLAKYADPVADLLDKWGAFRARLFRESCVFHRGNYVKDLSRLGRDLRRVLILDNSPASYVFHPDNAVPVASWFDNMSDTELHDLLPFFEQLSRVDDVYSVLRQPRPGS
#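 Test system – truncated SCP-1 phosphatase (76-261aa) · Reagent – Phosphorylated 17-residue peptide substrate · Incubation – 45 min room-temperature reaction, 5 min colour, 30 min stabiliser · Detection – colorimetric phosphate reagent with accelerator and stabiliser, absorbance at 630 nm · Measure – % inhibition at 20 µM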
# eLon inh: inhibitors of E. coli Lon protease | 0.42% of 360,000 active | inhibition, % at 7.94 µM | purified E. coli Lon protease, fluorescence polarization | P0A9M0 | AID 602123; in the data active means inhibition above about 13%, passing the limit was not always enough;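 further: 0% = enzyme with probe and DMSO and 100% = no enzyme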
# LMPTP inh: LMPTP (human) inhibition; P24666; recombinant LMPTP-A, OMFP fluorogenic substrate, fluorescence intensity; inhibition, % at 20 µM; 0.22% of 360,000 active;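 active means compounds that cut the enzyme signal by at least half of the control window in the single-dose screen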;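 further: plate controls were DMSO wells with enzyme plus substrate for no effect and substrate without enzyme for full effect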
# Target sequence (P24666 whole entry, looked up): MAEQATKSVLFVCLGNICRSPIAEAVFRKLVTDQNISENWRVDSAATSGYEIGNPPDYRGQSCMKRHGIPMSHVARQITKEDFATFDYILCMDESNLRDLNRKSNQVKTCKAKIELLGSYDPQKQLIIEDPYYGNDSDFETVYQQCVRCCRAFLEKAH
#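 material = LMPTP-A | quantity = 0.625 nM enzyme | reagent = OMFP substrate, 400 µM final | buffer or medium = Bis-Tris pH 6.0, DTT, detergent | detection = endpoint fluorescence intensity from OMFP dephosphorylation | dosing = single 20 µM dose | read-out basis = % inhibition relative to no-enzyme and uninhibited control wells | control set = no-enzyme and uninhibited controls | timing = 50 min at room temperature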
# NRP1-CendR mod: alters CendR peptide binding to human NRP-1; FAM-RPARPAR peptide binding to NRP-1, fluorescence polarization; AID 602438; inhibition, % at 25 µM; O14786; 0.85% of 360,000 active;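 active means inhibition or corrected inhibition above about 18%, plus a signal ratio from 0.5 to 1.5, limit read from the data, passing the limit was not always enough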; further: strong numbers were not always called active
# SUMO1-SIM PPI: modulators of human SUMO1-mediated protein-protein interactions; inhibition, % at 20 µM; 0.33% of 360,000 active; AID 602429; SUMO1 binding to a labelled peptide, TR-FRET, 1 h; P63165; in the data active means inhibition above about 37%
# Target sequence (P63165 whole entry, looked up): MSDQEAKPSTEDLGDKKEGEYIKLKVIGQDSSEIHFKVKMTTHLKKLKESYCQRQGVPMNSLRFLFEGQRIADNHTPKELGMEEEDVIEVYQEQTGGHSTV
# MsrA act: activators of bovine methionine sulfoxide reductase A | purified bovine MsrA, absorbance read-out | activation, % at 10.6 µM | 0.3% of 360,000 active | AID 602163; in the data active means activation above about 7.5%;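 further: 0% = vehicle and 100% = reference activator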
# MsrA inh: inhibits bovine methionine sulfoxide reductase A | purified bovine MsrA, absorbance read-out | inhibition, % at 15.5 µM | 0.75% of 360,000 active; in the data active means inhibition above about 4.5%;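 further: 0% = vehicle wells with enzyme and 100% = reference inhibitor wells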
# DNMT1 inh: inhibitors of human DNMT1 | DNMT1 molecular beacon, Hinp1I cleavage, fluorescence | inhibition (reported as % activation of signal), % at 10 µM | 0.83% of 360,000 active; in the data active means inhibition above about 50%
# Tb MetRS inh: blocks T. brucei methionyl-tRNA synthetase activity; purified T. brucei MetRS, ATP depletion, Kinase-Glo luminescence; inhibition, % at 11.9 µM; 0.4% of 360,000 active;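 active means inhibition above a per-plate cutoff of the control wells' mean inhibition plus 3 SD, cut at about 5.5% in these data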;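 further: 0% = DMSO wells median and 100% = median of wells with control inhibitor compound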
#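 Test system: purified T. brucei MetRS enzyme. Also added: ATP, methionine and E. coli bulk tRNA substrates. Compound: 11.9 µM single point. Schedule: 15 min enzyme-compound preincubation, 2 h reaction, 10 min detection, 25 °C. Signal: luciferase luminescence of residual ATP, Kinase-Glo. Evaluation: percent inhibition versus plate control medians. Controls: DMSO wells, low control.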
# STEP block: blocks human striatal-enriched tyrosine phosphatase. inhibition, % at 20 µM. 0.25% of 360,000 active. recombinant STEP, OMFP fluorogenic substrate, fluorescence;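 active means inhibition at 20 µM, scaled per plate between control wells, above about 37%, limit read from the data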;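 further: 0% = DMSO with enzyme and substrate and 100% = substrate only without enzyme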
# Target sequence (P54829 whole entry, looked up): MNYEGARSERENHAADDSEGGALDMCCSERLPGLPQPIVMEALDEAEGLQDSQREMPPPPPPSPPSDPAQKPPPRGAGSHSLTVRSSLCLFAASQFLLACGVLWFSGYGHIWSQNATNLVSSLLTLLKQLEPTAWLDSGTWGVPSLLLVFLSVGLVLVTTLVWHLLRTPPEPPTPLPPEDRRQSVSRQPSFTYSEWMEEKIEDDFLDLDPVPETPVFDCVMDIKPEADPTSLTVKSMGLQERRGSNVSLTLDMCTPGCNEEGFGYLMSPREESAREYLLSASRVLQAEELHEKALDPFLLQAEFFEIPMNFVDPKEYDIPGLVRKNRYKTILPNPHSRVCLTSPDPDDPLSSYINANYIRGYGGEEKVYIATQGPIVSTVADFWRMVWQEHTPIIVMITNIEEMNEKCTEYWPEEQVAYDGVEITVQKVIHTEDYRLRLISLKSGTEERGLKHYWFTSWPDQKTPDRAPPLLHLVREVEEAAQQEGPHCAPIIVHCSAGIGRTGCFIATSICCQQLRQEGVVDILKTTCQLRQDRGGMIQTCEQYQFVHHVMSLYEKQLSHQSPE
#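 System: isolated STEP enzyme; schedule: 20 min enzyme reaction at room temperature, protected from light; medium: Bis-Tris buffer pH 6.0, 2.5 mM DTT, 0.005% Tween 20; signal: fluorescence, 480/540 nm; dosing: single compound dose of 20 µM, 1% DMSO final; also added: OMFP substrate, 25 µM final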
# * marks the source's active call; other numbers are inactive results; x = no result given.
SMILES,Scp-1 inhibitor,eLon inh,LMPTP inh,NRP1-CendR mod,SUMO1-SIM PPI,MsrA act,MsrA inh,DNMT1 inh,Tb MetRS inh,STEP block
O=C(CCC1CCCN(C(=O)c2cccc(F)c2)C1)N1CCN(c2ccccn2)CC1 (centres undefined),-6.0,-4.4,1.8,15.3,3.9,-2.5,-0.2,-0.3,-0.2,2.0
CC1(C)NC(=O)N(CCOc2cccc(Cl)c2Cl)C1=O,0.5,-3.1,0.1,-4.9,-0.3,0.3,-0.4,-0.4,0.3,-2.1
CCN(Cc1cccs1)C(=O)CN1C(=O)NC(c2ccccc2)(c2ccccc2)C1=O,-9.8,1.8,0.7,-0.7,-0.1,-5.4,-1.4,-7.0,-0.3,-1.4
Cc1ccc(O)c(NS(=O)(=O)c2cccc3nsnc23)c1,-9.0,9.4,1.7,-0.6,-34.1,-2.4,0.4,1.9,-0.6,3.6
CC1(C)C[C@H]2C3=CCC4[C@@]5(C)CC[C@H](O)[C@](C)(CO)C5CC[C@@]4(C)[C@]3(C)C[C@H]3O[C@@H]1[C@H](O)[C@]32CO (some centres undefined),-4.4,2.3,-0.6,3.1,47.3*,0.5,-0.7,5.3,-0.2,-2.6
CCN1CCN(Cc2c(O)ccc3c(=O)c(-c4ccccc4OC)coc23)CC1,-6.6,-0.5,-3.1,-6.2,2.8,-4.0,1.4,-0.5,-1.2,-3.4
CC1=C(C(=O)N2CCOCC2)CC(CC(=O)NCc2cccc3ccccc23)C(=O)N1CCCN1CCCC1=O (centres undefined),x,2.9,-1.3,2.8,0.3,-0.6,-0.6,3.1,1.3,0.2
CCn1cc(C2CC(=O)NC2=O)c2ccccc21 (centres undefined),-14.0,-5.3,-1.0,-5.6,-6.9,-3.2,1.1,-1.4,-0.7,1.9
OC1(c2ccccc2)CCN(Cc2ccccc2)CC1,2.2,1.7,0.5,11.4,0.9,-14.3,0.8,1.6,-0.9,-0.1
CCOc1ccc(-n2c(=S)sc3c(=O)n(-c4ccccc4)c(SCC(=O)O)nc32)cc1,-0.5,-1.9,1.8,6.3,-19.3,-12.0,2.9,4.0,-1.5,-0.7
CCn1c(SCC(=O)Nc2sc3c(c2C#N)CCC(C(C)(C)C)C3)nnc1-c1ccco1 (centres undefined),-7.2,-17.2,3.7,-9.9,0.2,-4.6,-0.5,17.1,0.3,-2.5
CCCCOC(=O)Cn1cnc2ccc(Br)cc2c1=O,-5.2,-1.3,-0.9,-1.9,1.9,-12.2,0.5,1.4,-1.8,0.7
COCc1cc(C)nc(OCC(=O)N/N=C/c2ccc(C)o2)c1C#N,7.6,-12.8,-2.7,-10.7,-3.3,-5.3,6.7*,4.6,-0.5,-1.3
Cc1ccccc1CC1(CO)CCCN(Cc2ccc(C#CC(C)(C)O)cc2)C1 (centres undefined),-3.7,2.0,-0.5,2.4,2.0,-2.3,0.1,-1.2,-0.5,1.0
O=C(O)c1ccccc1N/N=C\c1ccnc2ccccc12,15.3,-6.6,11.4,-15.6,-0.7,-2.3,-0.2,1.2,-1.0,9.3

# Shown as tab-separated lines: 2 of the compounds above.
Molecule	Scp-1 inhibitor	eLon inh	LMPTP inh	NRP1-CendR mod	SUMO1-SIM PPI	MsrA act	MsrA inh	DNMT1 inh	Tb MetRS inh	STEP block
CCCCOC(=O)Cn1cnc2ccc(Br)cc2c1=O	-5.2	-1.3	-0.9	-1.9	1.9	-12.2	0.5	1.4	-1.8	0.7
COCc1cc(C)nc(OCC(=O)N/N=C/c2ccc(C)o2)c1C#N	7.6	-12.8	-2.7	-10.7	-3.3	-5.3	6.7*	4.6	-0.5	-1.3

# Among those listed so far, 3 have a carbonyl joined to an NH by a bond outside any ring.
SMILES,Scp-1 inhibitor,eLon inh,LMPTP inh,NRP1-CendR mod,SUMO1-SIM PPI,MsrA act,MsrA inh,DNMT1 inh,Tb MetRS inh,STEP block
CC1=C(C(=O)N2CCOCC2)CC(CC(=O)NCc2cccc3ccccc23)C(=O)N1CCCN1CCCC1=O (centres undefined),x,2.9,-1.3,2.8,0.3,-0.6,-0.6,3.1,1.3,0.2
CCn1c(SCC(=O)Nc2sc3c(c2C#N)CCC(C(C)(C)C)C3)nnc1-c1ccco1 (centres undefined),-7.2,-17.2,3.7,-9.9,0.2,-4.6,-0.5,17.1,0.3,-2.5
COCc1cc(C)nc(OCC(=O)N/N=C/c2ccc(C)o2)c1C#N,7.6,-12.8,-2.7,-10.7,-3.3,-5.3,6.7*,4.6,-0.5,-1.3

# The listing continues:
SMILES,Scp-1 inhibitor,eLon inh,LMPTP inh,NRP1-CendR mod,SUMO1-SIM PPI,MsrA act,MsrA inh,DNMT1 inh,Tb MetRS inh,STEP block
COc1ccc(-c2nn(-c3ccccc3)cc2/C=C(/C#N)C(N)=O)cc1[N+](=O)[O-],42.2,-1.3,4.1,-1.3,10.9,-2.2,0.5,-27.2,-0.4,-2.0
Cc1cc(C(=O)Nc2ccccc2C)n(-c2ccccc2)n1,-9.1,-1.9,-2.1,7.5,0.8,-2.2,0.0,3.3,-0.6,-1.1
O=C1CSC(c2cccs2)N1c1ccccc1 (centres undefined),-1.0,0.5,-0.1,-3.4,0.1,-7.5,-0.3,-0.3,-1.0,-22.5
CC(=O)c1cccc(NC(=O)Cn2nc(-c3ccccc3Cl)ccc2=O)c1,-3.0,-0.2,0.6,2.5,0.1,-1.5,-0.8,-0.7,-0.1,-0.1
CCOCCCNc1nc(=S)[nH]c2cc(OC)c(OC)cc12,-7.6,0.1,1.0,3.3,18.9,-1.5,0.7,-0.3,-0.7,1.0
COc1ccc(C2N3CC4(C)CN2CC(C)(C3)C4)cc1OC (centres undefined),-5.0,-0.3,-2.2,5.1,0.7,-2.8,0.9,2.7,-0.4,2.2
Cc1ccc(S(=O)(=O)NC(CC(=O)O)c2ccccc2)c(C)c1 (centres undefined),3.5,-1.8,-1.0,-14.5,-1.2,-1.9,0.5,0.3,-0.5,2.2
Cc1cccc2cc3c(N)c(C#N)sc3nc12,-7.8,2.0,3.4,-13.9,-7.8,0.6,1.1,-5.3,0.6,-3.9
COc1ccc(CNc2nc(-c3cccnc3)nn2C(=O)c2cccs2)cc1,14.5,3.2,4.7,-6.8,-2.4,-5.2,-0.2,-5.5,-0.8,0.9
CCCc1ccc(C(=O)/C=C/N(C)C)cc1,5.4,0.5,-1.5,-11.2,-1.3,-4.0,1.4,1.8,-0.5,7.1
Cc1nn(-c2ccccc2)c2c1C(c1ccco1)C(C#N)=C(N)O2 (centres undefined),-1.1,-0.1,-1.0,3.0,-4.6,-1.9,1.1,-15.2,-0.5,0.5
Cc1ccccc1OCCC(=O)Nc1ccc(S(=O)(=O)N2CCCC2)cc1,x,-1.4,0.2,-0.1,-0.9,-2.4,-1.0,-6.2,-0.1,0.1
O=c1[nH]c(SCc2ccccc2[N+](=O)[O-])nc2nc[nH]c12,-1.8,10.4,-1.8,2.0,-2.5,-0.9,-0.7,0.9,0.8,-0.2
O=C(c1cn(-c2ccccc2)nc1-c1cccs1)N(CCO)Cc1ccccc1,-9.1,4.3,0.5,-4.5,-1.1,-8.5,-0.5,-4.9,-0.4,-4.0
COC(=O)C1(C(F)(F)F)C2C=CC(C2)N1S(=O)(=O)c1ccc(C)cc1 (centres undefined),0.9,2.2,-0.3,-2.4,1.5,-1.5,-0.3,3.4,-0.1,-1.0

# Given as labelled records: entries from further up.
> Cc1cc(C(=O)Nc2ccccc2C)n(-c2ccccc2)n1
  Scp-1 inhibitor: -9.1
  eLon inh: -1.9
  LMPTP inh: -2.1
  NRP1-CendR mod: 7.5
  SUMO1-SIM PPI: 0.8
  MsrA act: -2.2
  MsrA inh: 0.0
  DNMT1 inh: 3.3
  Tb MetRS inh: -0.6
  STEP block: -1.1

> COc1ccc(C2N3CC4(C)CN2CC(C)(C3)C4)cc1OC (centres undefined)
  Scp-1 inhibitor: -5.0
  eLon inh: -0.3
  LMPTP inh: -2.2
  NRP1-CendR mod: 5.1
  SUMO1-SIM PPI: 0.7
  MsrA act: -2.8
  MsrA inh: 0.9
  DNMT1 inh: 2.7
  Tb MetRS inh: -0.4
  STEP block: 2.2

# Remaining list, next part:
SMILES,Scp-1 inhibitor,eLon inh,LMPTP inh,NRP1-CendR mod,SUMO1-SIM PPI,MsrA act,MsrA inh,DNMT1 inh,Tb MetRS inh,STEP block
CCc1nc(CNC(=O)C2CCC(=O)N(CCc3ccc(OC)cc3)C2)cs1 (centres undefined),-1.6,3.0,-1.6,7.0,-4.5,-3.0,-0.4,0.4,-0.5,-1.7
CCOC(=O)C1CCN(S(=O)(=O)c2ccc(C)cc2)CC1,-9.4,1.0,0.8,9.1,1.0,-2.2,2.2,0.8,0.2,-3.7
O=C1CC(c2ccc3c(c2)OCO3)Sc2nc3ccccc3n21 (centres undefined),1.5,1.0,2.0,-4.7,-1.2,-4.9,0.5,3.1,-0.5,4.5
CSc1nc(N2CCCC2)c2c(c1C#N)CC(C)(C)OC2,-8.1,0.1,0.5,-0.3,-0.2,-1.0,0.0,-2.5,-0.4,2.7
CC1SC(=Nc2ccccc2)N(S(=O)(=O)c2ccccc2)C1=O (centres undefined),-11.8,0.6,-2.0,0.9,1.8,-4.5,-1.2,3.8,-0.1,-4.2
CC(=O)N1CCN(c2ccccc2NC(=O)c2ccc(Br)o2)CC1,-7.2,3.9,0.1,-0.9,0.8,-1.9,-0.3,0.7,0.1,0.0
C/C(=N/NC(=O)Cc1ccccc1)c1ccc(C)s1,-2.5,-2.7,0.0,-1.7,-8.7,-1.3,1.0,4.2,-0.4,-4.1
CN1OC[C@@H]2CN3C(=O)N(c4cccc5ccccc45)c4ccccc4[C@@H]3C[C@@H]21,x,-3.6,-0.8,0.2,2.3,4.0,-1.2,1.2,-0.3,-1.7
c1ccc(CCN2CCN=C2Nc2ccccc2)cc1,-8.5,-2.7,-0.3,1.8,0.3,-1.7,0.0,3.5,0.1,-0.4
CN(C)S(=O)(=O)N1CCN(CC(O)COc2ccc3cc(Br)ccc3c2)CC1 (centres undefined),-1.6,-6.1,0.6,15.2,-3.5,-2.2,0.4,-8.9,-0.2,1.6
CCCN(CCC)Cc1cc(=O)oc2cc3c(cc12)CCC3,-16.9,-4.2,0.5,-5.5,-4.3,-3.5,2.9,-1.2,-0.3,0.7
O=C1c2ccccc2[C@@H]2C[C@@H](O)[C@H](Nc3ccccc3-c3ccccc3)CCN12,-4.0,-6.4,-1.0,-4.1,4.5,-2.2,-0.5,-4.8,0.5,-3.7
CC[C@@]1(C(=O)OC)N[C@H](CN(C)C(=O)COc2ccccc2)[C@@H]2C(=O)N(Cc3ccccc3)C(=O)[C@@H]21,12.3,-0.6,-2.6,-7.4,-0.2,-8.6,0.4,4.1,-2.0,1.7
